ANO1 activ: activators or potentiators of mouse TMEM16A chloride channel; B-score at 10 µM; HEK293 TMEM16A/YFP-H148Q/I152L, iodide quench fluorescence; active compounds read low; 340,000 tested, 0.3% active; AID 623877; Q8BHY3;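 active = fluorescence-ratio B-score plate-corrected deviation score at least 3 library SD below zero, with starting fluorescence score within 5 deviations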;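 note: channel opened by trigger with iodide after compound preincubation; score built on the fluorescence ratio of max minus min over baseline; more negative score means more quench and so TMEM16A activation or potentiation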
Target sequence (Q8BHY3 whole entry, looked up): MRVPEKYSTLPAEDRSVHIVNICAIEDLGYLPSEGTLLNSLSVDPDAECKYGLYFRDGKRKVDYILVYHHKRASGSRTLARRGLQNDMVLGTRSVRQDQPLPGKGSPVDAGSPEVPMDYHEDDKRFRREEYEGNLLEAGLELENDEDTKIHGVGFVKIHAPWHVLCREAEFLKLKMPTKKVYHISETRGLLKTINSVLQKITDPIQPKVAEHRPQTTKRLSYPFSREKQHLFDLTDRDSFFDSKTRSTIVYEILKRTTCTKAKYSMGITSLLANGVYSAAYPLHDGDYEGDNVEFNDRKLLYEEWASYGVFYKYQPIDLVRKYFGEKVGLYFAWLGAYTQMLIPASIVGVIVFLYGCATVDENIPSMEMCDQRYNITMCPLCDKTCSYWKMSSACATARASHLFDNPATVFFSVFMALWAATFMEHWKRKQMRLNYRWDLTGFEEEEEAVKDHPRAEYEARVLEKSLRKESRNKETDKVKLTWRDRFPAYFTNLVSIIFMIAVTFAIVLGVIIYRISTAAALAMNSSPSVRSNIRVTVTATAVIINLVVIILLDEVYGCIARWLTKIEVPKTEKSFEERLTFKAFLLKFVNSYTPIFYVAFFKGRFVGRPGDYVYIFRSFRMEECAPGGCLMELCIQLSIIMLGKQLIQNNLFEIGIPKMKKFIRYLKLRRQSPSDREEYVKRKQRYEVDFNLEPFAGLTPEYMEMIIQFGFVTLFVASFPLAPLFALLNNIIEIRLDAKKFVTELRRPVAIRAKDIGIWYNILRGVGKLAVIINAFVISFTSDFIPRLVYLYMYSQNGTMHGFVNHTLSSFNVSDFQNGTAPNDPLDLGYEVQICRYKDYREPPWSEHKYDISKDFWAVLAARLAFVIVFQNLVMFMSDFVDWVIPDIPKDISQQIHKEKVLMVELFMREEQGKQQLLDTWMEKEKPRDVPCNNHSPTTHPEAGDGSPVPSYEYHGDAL
Calls only; i = inactive. Only part of the results is shown (hit frequency here may not be typical).

ANO1 activ,Structure
i,COc1ccc(N(Cc2ccccc2)S(=O)(=O)c2cccc(C(=O)Nc3ccccn3)c2)cc1
i,C=CC[C@@H](CC(=O)N[C@H](CO)Cc1ccccc1)C(=O)NCCOC(=O)[C@@H](CC=C)Cc1ccc(F)cc1
i,CN(CC(=O)Nc1ccc(OC(F)(F)F)cc1)C(=O)c1ccc(N2CCCC2=O)cc1
i,C=CC[C@@H](CC(=O)N[C@H](CO)Cc1ccccc1)C(=O)NC[C@H](OC(=O)[C@@H](CC=C)Cc1ccc(F)cc1)c1ccccc1
i,C=CCNc1nc(C(=O)OCC(=O)Nc2ccccc2C(F)(F)F)cs1
i,Cc1onc(-c2ccccc2)c1C(=O)Nc1cccc(S(=O)(=O)N2CCCCC2)c1
i,O=C1CN(C(=O)COC(=O)c2ccc([N+](=O)[O-])o2)c2ccccc2N1
i,CCCCCc1nnc(NC(=O)c2cccc(S(=O)(=O)N3CCOCC3)c2)s1
i,CN(C)c1ccc(C=C2C=Cc3ccccc32)cc1
i,CC(Sc1nnc(C2CC2)n1C1CC1)C(=O)N(C)Cc1cccc(F)c1 (centres undefined)
i,O=[N+]([O-])c1c(O)c(Cl)cc(Cl)c1Cl (tested in a mixture with another compound)
i,CC1CN(S(=O)(=O)c2cccc(C(=O)OCCOc3ccccc3)c2)CC(C)O1 (centres undefined)
i,Cc1ccc(NC(=O)COC(=O)Cn2cnc3c2c(=O)n(C)c(=O)n3C)cc1F
i,N#Cc1ccc(C=NN2CCCCCC2)cc1
i,N#Cc1ccccc1NC(=O)COC(=O)/C=C/c1cn(-c2ccccc2)nc1-c1ccc(Cl)cc1
i,Cc1cc(N)ncc1[N+](=O)[O-]
i,COc1ccccc1N1CCN(c2ccc(S(=O)(=O)N3CCN(C)CC3)cn2)CC1
i,Cc1sc2ncnc(N3CCC(C(=O)Nc4sc5c(c4C(N)=O)CCC(C)C5)CC3)c2c1C (centres undefined)
i,CCOC(=O)c1ccc2c(c1)nc(SC(C)C(=O)NCC1CCCO1)n2CC (centres undefined)
i,CC(OC(=O)c1ccccc1NCCO)C(=O)Nc1ccnn1C(C)C (centres undefined)

Structural class, the entries above containing two or more sulfur atoms
ANO1 activ,Structure
i,CCCCCc1nnc(NC(=O)c2cccc(S(=O)(=O)N3CCOCC3)c2)s1
i,Cc1sc2ncnc(N3CCC(C(=O)Nc4sc5c(c4C(N)=O)CCC(C)C5)CC3)c2c1C (centres undefined)

(cont.)
ANO1 activ,Structure
i,COc1ccc(NC(=O)CSc2n[nH]c(=O)n2C2CC2)cc1Cl
i,Cc1c(C(=O)N2CC(C(=O)N3CCCCC3)Oc3ccccc32)oc2ccccc12 (centres undefined)
i,Cc1noc(C)c1C(=O)OCC(=O)NCCc1ccccc1
i,Cc1cc(NS(=O)(=O)c2ccc(NC(=O)Cc3ccc(Cl)c(Cl)c3)cc2)no1
i,CC1CCCC(C)N1C(=O)COC(=O)CSc1ccc([N+](=O)[O-])cc1 (centres undefined)
i,CC(C)CC(=O)Nc1ccc(C(=O)COC(=O)C2CC(=O)N(Cc3ccccc3)C2)cc1 (centres undefined)
i,CCOc1ccc(/C=C2/SC(=S)N(C(C(=O)O)c3ccccc3)C2=O)cc1OCC (centres undefined)
i,CN(c1ccccc1)S(=O)(=O)c1cccc(C(=O)NC2CC(C)(C)NC(C)(C)C2)c1
i,O=C(Cc1ccccc1F)Nc1cccc(S(=O)(=O)N2CCOCC2)c1
i,COc1ccc(C2=Nn3c(nnc3-c3ccccc3OC)SC2)cc1OC1CCCC1
i,O=C(CSCc1ccc(F)cc1)Nc1ccc(N2CCOCC2)cc1N1CCOCC1
i,C[C@H](CO)N1C[C@H](C)[C@@H](CN(C)S(=O)(=O)c2ccc(F)cc2)Oc2c(NC(=O)CCC(F)(F)F)cccc2C1=O
i,CCN(CC)CCCNc1nc2ccccc2c2[nH]c3ccc(OC)cc3c12
i,Cc1cccc(NC(=O)COC(=O)CCc2c[nH]c3ccccc23)c1
i,C[C@@H]1CN([C@@H](C)CO)C(=O)Cc2cc(NC(=O)Nc3cccc4ccccc34)ccc2O[C@@H]1CN(C)S(C)(=O)=O
i,O=S(=O)(c1ccccc1F)N1CCN(Cc2cc3c(cc2O)OCO3)CC1
i,COc1ccccc1OCCNC(=O)CCS(=O)(=O)c1ccccc1
i,O=S(=O)(Nc1ccc2c(c1)OCO2)c1cccc(Br)c1
i,Cc1cc(NC(=O)CSc2nc3c(cnn3-c3cccc(Cl)c3)c(=O)[nH]2)no1
i,COc1ccccc1CNC(=O)COC(=O)CSc1ccc(C)c(C)c1
i,Cc1nc(N)nc(N)c1-c1ccc(Cl)c(Cl)c1
i,OC1(c2cccc(C(F)(F)F)c2)CCN(c2ncnc3c2[nH]c2ccc(F)cc23)CC1
i,CCN(C(=O)COC(=O)CCOc1cc(C)ccc1C)c1c(N)n(Cc2ccccc2)c(=O)[nH]c1=O
i,Cc1noc(C)c1NC(=O)N(C)C[C@H]1Oc2ccc(NS(=O)(=O)c3cccs3)cc2C(=O)N([C@H](C)CO)C[C@@H]1C
i,O=C(COc1cccc(Br)c1)Nc1ccc(Cl)c(S(=O)(=O)N2CCOCC2)c1
i,COc1cc(C(=O)NCc2cccs2)ccc1OCc1c(C)noc1C
i,NC(=O)c1ccsc1NC(=O)COC(=O)CNC(=O)c1ccc(Cl)cc1
i,Cc1ccc(S(=O)(=O)NCC(=O)NCC(=O)NCCc2ccccc2F)cc1C
i,CCOC(=O)CN(C(=O)COC(=O)C1=NNC(=O)CC1)c1ccc(F)cc1
i,COc1ccccc1N(C)S(=O)(=O)c1ccc(C(=O)N(C)Cc2ccc(OC(F)F)cc2)cc1
i,O=C(OCCOc1ccccc1)c1cc(S(=O)(=O)N2CCOCC2)ccc1Cl
i,Cc1ccnc(N=O)c1
i,CN(C)S(=O)(=O)n1cnc([C@@H]2[C@@H]3C(=O)OC[C@@H]3C[C@]23N=CN(Cc2ccccc2)C3=O)c1
i,Cc1cccc(C(=O)Nc2ccn(C)n2)c1
i,CN(C)C(CNC(=O)c1ccc(OCc2cn3ccccc3n2)cc1)c1ccco1 (centres undefined)
i,CC1CN(C(=O)COC(=O)c2cccc(S(=O)(=O)N3CCc4ccccc43)c2)CC(C)O1 (centres undefined)
i,O=C(CCN1C(=O)NC2(CCCC2)C1=O)Nc1cccc(S(=O)(=O)N2CCOCC2)c1
i,Cc1ccccc1OCC(=O)OCC(=O)Nc1ccc2c(c1)OCCO2
i,CC(C)(O)/C=C/C[C@](C)(O)C1CC[C@]2(C)C1[C@H](O[C@H]1O[C@@H](CO)[C@H](O)[C@@H](O)[C@@H]1O)CC1[C@@]3(C)CC[C@H](O)C(C)(C)C3[C@@H](O)C[C@]12C (some centres undefined)
i,O=C(CCc1ccccc1)Nc1ccc(S(=O)(=O)NC2=NCCCCC2)cc1
i,O=C(Nc1cc(C(F)(F)F)ccc1N1CCOCC1)C1CC1
i,CCC(C)[C@@H](CN)NCC1(c2ccccc2)CC1 (some centres undefined)
i,COc1cccc(C(CNc2ccc(S(=O)(=O)N3CCN(C)CC3)cc2[N+](=O)[O-])N(C)C)c1 (centres undefined)
i,CCC1C(=O)C[C@H]2CCN3C(=O)CCCC1C23 (some centres undefined)
i,CN(c1ccccc1)c1ccc(/C=C(/CCC(=O)O)c2nc3ccccc3s2)cc1[N+](=O)[O-]
i,COc1ccc(NS(=O)(=O)c2ccc(O)c(NS(=O)(=O)c3ccc(NC(C)=O)cc3)c2)cc1
i,Cc1ccc(-c2[nH]nc(N)c2N=Nc2cccc(Cl)c2C)cc1
i,CCN(C(=O)COC(=O)c1ccccc1O)c1cccc2ccccc12
i,COc1ccc2sc(-c3ccc(N(C)C)cc3)c(C#CC(C)(C)O)c2c1
i,CN(C)c1ccc(S(=O)(=O)NCC(=O)NCCC2=CCCCC2)cc1[N+](=O)[O-]

Part of the list above in a different format.
molecule	ANO1 activ
O=C(Cc1ccccc1F)Nc1cccc(S(=O)(=O)N2CCOCC2)c1	i
CC(C)(O)/C=C/C[C@](C)(O)C1CC[C@]2(C)C1[C@H](O[C@H]1O[C@@H](CO)[C@H](O)[C@@H](O)[C@@H]1O)CC1[C@@]3(C)CC[C@H](O)C(C)(C)C3[C@@H](O)C[C@]12C (some centres undefined)	i
Cc1cc(N)ncc1[N+](=O)[O-]	i
CN(c1ccccc1)S(=O)(=O)c1cccc(C(=O)NC2CC(C)(C)NC(C)(C)C2)c1	i
Cc1nc(N)nc(N)c1-c1ccc(Cl)c(Cl)c1	i
CCN(C(=O)COC(=O)c1ccccc1O)c1cccc2ccccc12	i
CN(C)C(CNC(=O)c1ccc(OCc2cn3ccccc3n2)cc1)c1ccco1 (centres undefined)	i

(cont.)
ANO1 activ,Structure
i,CC(C)(C)OC(=O)N1CCC(NC(=O)c2nc[nH]c2C(=O)NC2CCN(C(=O)OC(C)(C)C)CC2)CC1
i,COc1ccc(-c2nnn(CC(=O)NC(=O)NC3CCCCC3)n2)cc1OC
i,CCCCN(C(=O)C1CC(=O)N(CCc2ccc(OC)c(OC)c2)C1)c1c(N)n(CC(C)C)c(=O)[nH]c1=O (centres undefined)
i,CC12CCC(=O)N1C(C(=O)NNC(=O)c1ccccc1F)CS2 (centres undefined)
i,O=C(Nc1cc(S(=O)(=O)N2CCOCC2)ccc1N1CCOCC1)c1cccs1
i,CN(CC(=O)Nc1ccc(Cl)c(C(F)(F)F)c1)C(=O)CCC(=O)c1ccccc1
i,CCCCNC(=O)C(CC)(ONc1ccccc1C(F)(F)F)c1ccccc1 (centres undefined)
i,CN(CC(=O)Nc1ccccc1Br)C(=O)Cn1[nH]c(=O)c2ccccc2c1=O
i,COC(=O)C1CN(Cc2ccccc2)C(=O)C1=O (centres undefined)
i,Cc1ccc(C)c(NC(=O)C(OC(=O)c2ccc(CO)cc2)c2ccccc2)c1 (centres undefined)

The final four entries of the part above come first, to join the parts.
ANO1 activ,Structure
i,CCCCNC(=O)C(CC)(ONc1ccccc1C(F)(F)F)c1ccccc1 (centres undefined)
i,CN(CC(=O)Nc1ccccc1Br)C(=O)Cn1[nH]c(=O)c2ccccc2c1=O
i,COC(=O)C1CN(Cc2ccccc2)C(=O)C1=O (centres undefined)
i,Cc1ccc(C)c(NC(=O)C(OC(=O)c2ccc(CO)cc2)c2ccccc2)c1 (centres undefined)
i,CN(C(=O)CSc1ncnc2sc3c(c12)CCC3)C1CCS(=O)(=O)C1 (centres undefined)
i,CCc1ccccc1NC(=O)CNC(=O)CCNC(=O)Nc1ccccc1
i,CC(C)N(Cc1ccccc1)C(=O)CN1C(=O)NC2(CCOc3ccccc32)C1=O (centres undefined)
i,COc1ccc(NC(C)=O)cc1NC(=O)C1CCCN1C(=O)c1cccs1 (centres undefined)
i,CC(C)[C@H](NC(=O)c1ccccc1)C(=O)OCC(=O)Nc1ncc(Cl)cc1Cl
i,O=C(CCCCCCCC(=O)N1CCCC1)N1CCCC1
i,C(COC1CC2CC1C1C2CC2OC21)OC1CC2CC1C1C2CC2OC21 (centres undefined)
i,Cc1cc(C(=O)Nc2cccc3c2O[C@@H](CN(C)S(=O)(=O)c2ccccc2)[C@H](C)CN([C@@H](C)CO)C3=O)n(C)n1
i,CCCCCCSc1ccc(-c2nc3cnccn3c2NCCCC)cc1
i,COc1ccc(Cl)cc1NS(=O)(=O)c1cccc(C(=O)NC2CCN(Cc3ccccc3)CC2)c1
i,Cc1ccc(-c2cc(C(=O)N3CCN(c4ccc(O)cc4)CC3)c3ccccc3n2)cc1
i,COc1ccc(CC(=O)Nc2cccc(Cl)c2C)cc1S(=O)(=O)N1CCOCC1
i,CC(C)CSc1nc(N)nc2c1ncn2C1OC(CO)C(O)C1O (centres undefined)
i,COc1cc(NC(=O)CN2C(=O)NC(CC(C)C)C2=O)cc(OC)c1OC (centres undefined)
i,Cc1ccnc(NC(=O)c2cccc(NS(=O)(=O)c3ccccc3C)c2)c1
i,Cc1ccc(NC(=O)CCc2ccc(S(=O)(=O)N3CCOCC3)cc2)c(Cl)c1
i,CC[C@]12C(=O)N(C)C[C@H]([C@@H]3C(=O)N(C)C(=O)[C@@H]31)N2C(=O)c1ccc(C)cc1
i,C=CC[C@@H](CC(=O)NCCO)C(=O)N[C@@H](C)COC(=O)[C@@H](CC=C)Cc1ccc(F)cc1
i,CCOC(=O)N1CCN(C(=O)CSc2nc3nc(C)cc(C)n3n2)CC1
i,COc1ccccc1NS(=O)(=O)c1ccc(C(=O)NCc2ccncc2)cc1
i,CCCCn1c(N)c(N(CCOC)C(=O)c2ccc(OCc3c(C)noc3C)cc2)c(=O)[nH]c1=O
i,CC1CC(C)CN(C(=O)COC(=O)c2c[nH]c3ccccc23)C1 (centres undefined)
i,COc1cc2c(cc1OC)CN(C(=O)CSc1ccc(F)cc1)CC2
i,O=S(=O)(c1ccc(N=C2NN=C(c3cc(F)ccc3F)CS2)cc1)N1CCOCC1
i,C[C@H]1CN(S(=O)(=O)c2ccc3c(c2)OCCO3)CCN1S(=O)(=O)c1c(F)cccc1F
i,CC1CCc2c(sc3ncnc(SCC(=O)N(C)C4CCS(=O)(=O)C4)c23)C1 (centres undefined)
i,CCN1C[C@@H]2[C@@H]3C(=O)N(C)C(=O)[C@@H]3[C@](C)(C1=O)N2C(=O)c1ccc(C(F)(F)F)cc1
i,CCOc1ccc(NC(=O)COc2ccc(C(=O)NCc3cccc(OC)c3)cc2OC)cc1
i,CCCCCCCCC#Cc1nc(C)ccc1OC
i,O=C(NCCN1CCCCC1)c1cccc2c1C(=O)c1ccc(N3CCCC3)cc1S2(=O)=O
i,O=C(NCC(c1ccco1)N1CCCCC1)c1ccc(COc2ccc(Cl)cc2)cc1 (centres undefined)
i,COc1ccc(NC(=O)COC(=O)Cn2cnc3ccccc32)cc1
i,CCOC(=O)c1c(C)[nH]c(C(=O)COC(=O)Cn2cc(C(F)(F)F)ccc2=O)c1C
i,Cc1ccc(S(=O)(=O)N2CCOCC2)cc1C(=O)NCC1CCCCC1
i,Cc1noc(NS(=O)(=O)c2ccc(NC(=O)c3cc(S(=O)(=O)Nc4ccc(F)cc4)ccc3Cl)cc2)c1C

Assay outcomes from PubChem BioAssay.
